Hsp70 activator: switches on Hsp70 transcription. HeLa Hsp70 promoter luciferase reporter, luminescence; scaled: vehicle 0, proteasome-inhibitor control 100%. activation, % at 10 µM. 0.04% of 200,000 active. AID 1203;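 active means activation above the mean across all tested compounds plus 3 SD, cutoff set per campaign, cut at about 5.5% in these data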;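 further: 100% = MG132 at 30 µM as the positive control and 0% = DMSO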
FLuc stim CS: firefly luciferase counter-screen for stimulation assays. ATPlite luciferase biochemical, luminescence, 10 min; 0 = ATP-free wells, 1 = DMSO control. activation factor at 10 µM. 200,000 tested, under 10 active. AID 1027;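 active means luciferase activation factor, scaled between plate controls, of at least 2 with compound at 10 µM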
Target sequence (P08659 whole entry, looked up): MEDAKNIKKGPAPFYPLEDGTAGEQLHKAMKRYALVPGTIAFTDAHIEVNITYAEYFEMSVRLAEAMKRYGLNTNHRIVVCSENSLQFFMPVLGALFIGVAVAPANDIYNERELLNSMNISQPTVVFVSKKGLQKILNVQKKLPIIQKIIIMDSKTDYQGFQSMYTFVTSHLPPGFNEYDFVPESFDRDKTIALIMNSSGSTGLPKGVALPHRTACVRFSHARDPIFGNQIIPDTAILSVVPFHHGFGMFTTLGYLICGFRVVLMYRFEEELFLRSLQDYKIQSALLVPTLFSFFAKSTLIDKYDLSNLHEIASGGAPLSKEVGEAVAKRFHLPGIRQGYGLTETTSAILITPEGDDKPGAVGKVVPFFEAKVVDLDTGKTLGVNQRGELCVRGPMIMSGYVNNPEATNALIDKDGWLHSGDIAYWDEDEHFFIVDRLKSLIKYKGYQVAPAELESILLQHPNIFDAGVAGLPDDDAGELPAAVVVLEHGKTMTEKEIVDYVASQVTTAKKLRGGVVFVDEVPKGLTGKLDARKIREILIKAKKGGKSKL
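System: luciferase plus luciferin reagent, cell-free; medium: PBS as buffer for the ATP substrate; dosing: test compounds dosed from 2 mM stocks in 100% DMSO; timing: 10 min post-reagent at room temperature; measured by: luminescence measurement of luciferase light output; evaluation: luciferase activation, seen as luminescence increase over controls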
DTT redox prof: compounds producing H2O2 with reducing agent – biochemical, NIH compound library profiling, artefact control for MLSCN library redox annotation, primary screen; DTT-dependent redox cycling H2O2, phenol red/HRP absorbance; 100% = 100 µM peroxide control, 0% = buffer; activation, % at 10 µM; 0.03% of 200,000 active; AID 878;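 active means activation of at least 50% relative to the plate's high and low controls in the primary single-dose screen; inactive means activation below 50%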;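 further: compound incubated with DTT at 0.8 mM final as the reducing agent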
HMGR II inh: blocks class II HMG-CoA reductase of Enterococcus faecalis | purified E. faecalis HMGR, NADPH absorbance 340 nm kinetic | inhibition, % at 10 µM | 0.41% of 190,000 active | AID 1066;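 active means inhibition above a set limit, the median over all tested compounds plus 3 SD, cut at about 9.5% in these data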;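 further: enzyme runs in reverse so mevalonate oxidation gives rising NADPH absorbance; 0% = complete reaction with DMSO and 100% = background rate lacking mevalonate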
FLuc inhib CS: Photinus pyralis luciferase inhibition counter-screen; 1.5% of 200,000 active; P08659; inhibition, % at 10 µM; ATPLite firefly luciferase biochemical luminescence, 10 min;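 active means inhibition above about 50% when tested at 10 µM, limit read from the data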
NF-kB expr up: NF-kB expression increase, human neuronal cells | 1.6% of 190,000 active | AID 1239 | NF-kB reporter expression; active compounds read high | fold change at 12.5 µM; in the data active means fold change above about 3.3
STAT1 act: STAT1 signaling activation | NIH 3T3 STAT1-luciferase reporter, IFN-gamma, luminescence; 100% = IFN-gamma alone, no compound | activation (% of control), % at 5.5 µM | 2.6% of 200,000 active;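 active means activation above the screen-wide mean activation plus 3 SD, cut at about 130% in these data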;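 further: raw ratio to IFN-gamma control signal so 100% means no change and 0% no light; values of inactives mirror those of a sister screen read the other way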
G6PDH CS: counter-screen for G6PDH assay hits: L. mesenteroides G6PDH inhibition. inhibition, % at 5 µM. Purified L. mesenteroides G6PDH, diaphorase/resazurin coupled fluorescence, 45 min. 0.12% of 200,000 active; in the data active means inhibition above about 50%
APP 5UTR inh: APP translation inhibition; SH-SY5Y APP 5'UTR-luciferase reporter, luminescence; inhibition, % at 2 µM; 0.82% of 190,000 active; AID 1285;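 active means inhibition above a set limit, derived from the sample mean plus 3 SD, cut at about 45% in these data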; further: values of inactives mirror those of a sister screen read the other way
APP 5'UTR act: activates APP 5'UTR luciferase reporter; 1% of 190,000 active; AID 1276; activation, % at 2 µM; SH-SY5Y APP 5'UTR luciferase reporter, luminescence; zero percent = DMSO vehicle wells;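 active means activation above a set limit, based on mean plus 3 SD of controls, cut at about 140% in these data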; further: values of inactives mirror those of a sister screen read the other way
Active calls of the source: *; x = no result given.

Results follow in this order: Hsp70 activator	FLuc stim CS	DTT redox prof	HMGR II inh	FLuc inhib CS	NF-kB expr up	STAT1 act	G6PDH CS	APP 5UTR inh	APP 5'UTR act
> CN1CCN(C(=O)C2=C[C@@H](c3ccc(C(F)(F)F)cc3)C[C@@H](OCc3ccc(CO)cc3)O2)CC1
→ 0.3	1	-0.1	-1	-1	0.83	96	-3	-6	6
> CCOc1ccc2c(CC)cc(=O)oc2c1OCC
→ -0.1	1.1	0.0	-3	-6	2.5	98	1	-3	3
> CCOc1cccc(C(=O)NC2CCCCC2)c1
→ -0.2	0.9	0.4	2	6	1.7	124	0	-20	20
> O=C(Cc1ccccc1)NCC(=O)OCC(=O)c1cccc([N+](=O)[O-])c1
→ -0.2	1	-0.1	1	-4	1	103	-2	0	0
> Cc1ccc(C2C(C#N)=C(N)N(c3cccnc3)C3=C2C(=O)CCC3)s1 (centres undefined)
→ 0.1	1.1	-0.3	4	-5	1	110	12	-10	10
> CC1=C(C(=O)OCC2CCCO2)C(c2coc3ccc(C)cc3c2=O)C2=C(CCCC2=O)N1 (centres undefined)
→ 0.2	1	0.0	1	-2	1	100	-3	-33	33
> O=C(COC(=O)Cc1ccccc1F)Nc1ccc2c(c1)OCO2
→ -0.2	1	-2.0	-5	-2	1.4	94	-4	11	-11
> CC1(C)Cc2c(c(N3CCOCC3)nc3sc(-c4ccc(C(=O)O)o4)c(N)c23)CO1
→ -0.3	0.9	2.0	2	7	0.59	97	7	-25	25
> C=CCNC(=S)NNC(=O)c1cc(C)nc2ccccc12
→ -0.4	1	-0.7	-2	-3	1.1	95	0	6	-6
> COc1cccc(NC(=O)CSc2nnc(-c3cccs3)n2C)c1
→ 0.0	1.1	2.4	-1	-10	1.1	100	-2	8	-8
> Cc1ccc(-c2nc3ccccc3s2)cc1NC(=O)c1ccc2c(c1)OCO2
→ -0.3	1	-1.9	-5	3	1.4	102	3	-2	2
> S=C1c2ccccc2CN1c1ccccc1
→ -0.3	0.9	-0.3	-3	8	1.7	107	4	-19	19
> COc1ccc2cc(C(c3nnnn3Cc3ccccc3)N3CCCCCC3)c(=O)[nH]c2c1 (centres undefined)
→ -0.2	1.1	1.2	x	-9	x	99	4	-2	2
> Cc1ccc(NC(=O)CCSc2nnc(-c3ccco3)o2)cc1
→ 0.2	1	-3.7	-1	-2	1.1	102	12	4	-4
> C/C(=N/OCO/N=C(/C)c1ccc(F)cc1)c1ccc(F)cc1
→ -0.4	1	0.1	2	-4	1.3	100	-7	-8	8
> Cc1nnc(SCC(=O)N2CCN(c3ccccc3)CC2)n1-c1ccccc1
→ 0.0	1.1	1.5	-3	-10	1.1	97	4	2	-2
> N#C/C(=N\Nc1ccccc1)C(=N)N1CCOCC1
→ -0.1	0.9	0.1	-1	14	1.5	111	-16	-20	20
> Cc1cc(/C=C2/NC(=O)N(Cc3ccccc3F)C2=O)c(C)n1-c1ccccn1
→ -0.1	1	-0.4	0	2	0.94	98	-9	10	-10
> CN(C)c1cccc(C(=O)OCc2cc(=O)oc3cc(O)ccc23)c1
→ 0.0	1	2.8	3	5	0.64	106	0	-1	1
> CCn1c(SCC(=O)c2c[nH]c3ccccc23)nc2cc(S(=O)(=O)N3CCOCC3)ccc21
→ -0.3	1	0.7	-6	-3	0.94	85	-20	-8	8
> CCCCCn1c(SCC(=O)OCC)nc2cc(C(=O)NCc3ccco3)ccc2c1=O
→ -0.1	1.1	0.0	1	-6	1.1	105	-4	3	-3
> CSc1ccc(CN2CCCC(CO)(Cc3ccccc3)C2)cc1 (centres undefined)
→ -0.2	1	0.2	1	-4	1.2	98	15	-1	1
> Clc1ncc(Cn2cccn2)s1
→ -0.1	1.1	0.1	1	-7	1.4	102	2	2	-2
> CC(=O)Nc1cc(C(=O)N2CCc3ccccc3C2)ccc1Sc1ccc(Cl)cc1
→ -0.2	1	0.7	2	-5	0.95	106	-19	-17	17
> COC(=O)Cn1cnc2c(nnn2-c2ccc(C)cc2)c1=O
→ -0.5	1	1.4	-7	-2	1.2	105	4	-10	10
> Cc1ccc(-c2nnc(N3CCOCC3)c3ccccc23)cc1S(=O)(=O)NCC1CCCO1 (centres undefined)
→ -0.3	1.1	-0.5	1	-8	0.84	102	19	-10	10
> CC12CCC(C(=O)N(NC(=O)c3ccccc3O)C1=O)C2(C)C (centres undefined)
→ -0.3	0.8	-0.1	2	18	0.84	98	8	20	-20
> C=CCOc1c(Cl)cc(CNc2ccc(C)c(Cl)c2)cc1OC
→ -0.2	1.1	1.2	-6	-8	3.3	103	3	91*	-91
> COc1cc(C(C(=O)NC(C)(C)C)N(Cc2ccc3c(c2)OCO3)C(=O)c2cnccn2)cc(OC)c1OC (centres undefined)
→ -0.5	1	0.0	1	-1	0.96	99	-2	x	x
> O=C(CN1CC(c2ccccc2)CC1=O)Nc1ccc2c(c1)OCO2 (centres undefined)
→ -0.2	1.1	0.8	2	-13	1.1	106	14	-15	15

13 compounds from above, ordered by formula weight, ascending.
Results follow in this order: Hsp70 activator	FLuc stim CS	DTT redox prof	HMGR II inh	FLuc inhib CS	NF-kB expr up	STAT1 act	G6PDH CS	APP 5UTR inh	APP 5'UTR act
> CCOc1cccc(C(=O)NC2CCCCC2)c1
→ -0.2	0.9	0.4	2	6	1.7	124	0	-20	20
> N#C/C(=N\Nc1ccccc1)C(=N)N1CCOCC1
→ -0.1	0.9	0.1	-1	14	1.5	111	-16	-20	20
> COC(=O)Cn1cnc2c(nnn2-c2ccc(C)cc2)c1=O
→ -0.5	1	1.4	-7	-2	1.2	105	4	-10	10
> CC12CCC(C(=O)N(NC(=O)c3ccccc3O)C1=O)C2(C)C (centres undefined)
→ -0.3	0.8	-0.1	2	18	0.84	98	8	20	-20
> CSc1ccc(CN2CCCC(CO)(Cc3ccccc3)C2)cc1 (centres undefined)
→ -0.2	1	0.2	1	-4	1.2	98	15	-1	1
> O=C(Cc1ccccc1)NCC(=O)OCC(=O)c1cccc([N+](=O)[O-])c1
→ -0.2	1	-0.1	1	-4	1	103	-2	0	0
> COc1cccc(NC(=O)CSc2nnc(-c3cccs3)n2C)c1
→ 0.0	1.1	2.4	-1	-10	1.1	100	-2	8	-8
> CC1(C)Cc2c(c(N3CCOCC3)nc3sc(-c4ccc(C(=O)O)o4)c(N)c23)CO1
→ -0.3	0.9	2.0	2	7	0.59	97	7	-25	25
> CC(=O)Nc1cc(C(=O)N2CCc3ccccc3C2)ccc1Sc1ccc(Cl)cc1
→ -0.2	1	0.7	2	-5	0.95	106	-19	-17	17
> CC1=C(C(=O)OCC2CCCO2)C(c2coc3ccc(C)cc3c2=O)C2=C(CCCC2=O)N1 (centres undefined)
→ 0.2	1	0.0	1	-2	1	100	-3	-33	33
> Cc1ccc(-c2nnc(N3CCOCC3)c3ccccc23)cc1S(=O)(=O)NCC1CCCO1 (centres undefined)
→ -0.3	1.1	-0.5	1	-8	0.84	102	19	-10	10
> CCn1c(SCC(=O)c2c[nH]c3ccccc23)nc2cc(S(=O)(=O)N3CCOCC3)ccc21
→ -0.3	1	0.7	-6	-3	0.94	85	-20	-8	8
> CN1CCN(C(=O)C2=C[C@@H](c3ccc(C(F)(F)F)cc3)C[C@@H](OCc3ccc(CO)cc3)O2)CC1
→ 0.3	1	-0.1	-1	-1	0.83	96	-3	-6	6

The listing continues.
Results follow in this order: Hsp70 activator	FLuc stim CS	DTT redox prof	HMGR II inh	FLuc inhib CS	NF-kB expr up	STAT1 act	G6PDH CS	APP 5UTR inh	APP 5'UTR act
> Cc1ccc(C(C)C)c(OC(=O)/C=C/c2ccccc2)c1
→ -0.3	1.1	-3.2	-2	-7	1.1	95	-5	18	-18
> C=CCN1C(=O)C(CC(=O)O)SC1=Nc1ccc(C(=O)O)cc1 (centres undefined)
→ -0.4	1	-0.4	1	-2	1.2	88	0	-18	18
> COC(=O)C1=C(C)N(CC2CCCO2)C(=O)C1 (centres undefined)
→ 0.2	1.1	1.4	2	-7	0.87	97	3	-5	5
> COc1ccccc1/C=N/NC(=O)c1ccc(N(C)S(=O)(=O)c2ccccc2)cc1
→ 0.0	1	4.1	-5	-1	1.1	104	0	1	-1
> CC(C)c1nnc(NC(=O)C2CCN(c3cnccn3)CC2)s1
→ -0.2	1.1	0.6	-3	-8	1.6	100	4	-3	3
> Cc1ccsc1S(=O)(=O)N1CCC(CO)(CC2CCCCO2)CC1 (centres undefined)
→ -0.2	1.1	0.6	-2	-8	0.96	105	11	-4	4
> COCc1cc(C)n(CC(=O)Nc2ccccc2C(=O)OC)c(=O)c1C#N
→ -0.3	1	2.0	-2	-4	1.1	97	1	-15	15
> CCc1cc2ccc(OC)cc2nc1SCC(=O)NNC(C)=O
→ -0.2	1	-1.8	-1	-1	0.92	101	23	11	-11
> N#CCSc1nnc(-c2cnccn2)n1Cc1ccccc1
→ 0.1	1	0.7	2	2	1.5	102	-2	8	-8
> COc1ccc(N(CC(=O)NCc2ccco2)S(C)(=O)=O)c(OC)c1
→ -0.1	1	-0.1	6	-4	1.1	98	9	-6	6
> Cc1ccc(S(=O)(=O)N2CCOCC2)cc1C(=O)OC1CCCCC1=O (centres undefined)
→ -0.2	1	0.2	11*	-3	1.2	97	-1	-4	4
> O=C(Nc1ccc(OCC(F)(F)C(F)F)c(C(F)(F)F)c1)c1ccccc1
→ 0.0	x	1.7	x	x	x	96	x	-3	3
> CCOC(=O)C1CCN(c2ccc([N+](=O)[O-])cc2)CC1
→ 5.7*	1.1	-0.8	3	-8	1.2	82	4	-5	5
> CC(C(=O)Nc1cc(C(F)(F)F)ccc1N1CCOCC1)N1C(=O)C2CC=CCC2C1=O (centres undefined)
→ -0.1	1.1	1.6	1	-9	1.3	103	11	10	-10
> COc1ccc(NC(=O)CSc2nncn2C)cc1OC
→ -0.1	1.1	0.6	-3	-7	1.1	99	-2	-51	51
